Pol iota inh: DNA polymerase iota (human) inhibition | Q9UNA4 | Pol iota fluorescent replication assay, 10 min | Potency, µM (series often up to 115 µM), for inactives: top-dose activity, negative = inhibition, actives largely listed as inhibitors | actives 1% (n = 390,000) | AID 588590
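Pol iota at 10 nM preincubated 15 min with compounds at room temperature; reaction started with fluorescent substrate, 50 nM final. Fluorescence read kinetically at 0 and 10 min; buffer-only wells as negative control.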
Pin1 inh: human Pin1 inhibition. Pin1 FP peptide displacement, HiFluor488, 10 min. Potency, µM (series often up to 115 µM), for inactives: at the top dose activity, negative = inhibition, most hits filed as inhibitors. actives 0.009% (n = 390,000); active = well fitted inhibition curve with a large enough effect in the polarisation, with a control signal flat, not every such curve was filed as active; inconclusive = small, poorly fitted or top-dose-only effect, or effect the other way, or a change in a side signal; inactive = no such curve, though single readings can be large or run the other way; the % refers to the polarisation; note: % is set by controls: 0 for no effect and ±100 for the full control effect
JMJD2A Tudor inh: JMJD2A Tudor domain (human) inhibition; O75164; AlphaScreen JMJD2A-Tudor / H3K4me3 peptide binding; Potency, µM (doses to about 114 µM), for inactives: at the highest dose activity change, negative = inhibition, hits mostly inhibitors; actives 4.4% (n = 390,000); note: % is set by controls: 0 for no effect and ±100 for the full control effect; nearly all actives have a fitted effect of over 50% in size
G9a block: inhibitors of human histone lysine methyltransferase G9a; G9a H3K9 monomethylation, AlphaScreen, 2 h; Potency, µM (doses to about 102 µM), for inactives: at the highest dose activity, negative = inhibition, actives largely listed as inhibitors; actives 8.8% (n = 350,000); AID 504332; note: % is set by controls: 0 for no effect and ±100 for the full control effect; nearly all actives have a fitted effect of over 75% in size
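Chemiluminescent proximity detection of H3K9 monomethylation, read after 10 min bead incubation in the dark. Reaction: 20 nM G9a, 500 nM biotin-H3K9 peptide, 20 uM SAM cofactor, 2 h, room temperature, following 15 min enzyme-compound preincubation.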
HP1b chromo inh: inhibitors of HP1-beta chromodomain binding to methylated histone tails. P83916. AlphaScreen HP1-beta / biotin-H3K9me3 peptide binding. Potency, µM (series often up to 114 µM), for inactives: top-dose activity change, negative = inhibition, actives largely listed as inhibitors. actives 0.56% (n = 390,000). AID 540317; note: nearly all actives have a fitted effect of over 70% in size; inactives centre near 23
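Compound inhibition of the preformed complex between 50 nM HP1-beta and 50 nM biotinylated H3K9me3 peptide was read by AlphaScreen. Buffer was PBS pH 7.4 with 0.01% Tween-20. Incubations ran 30 min at room temperature, with 10 ug/mL donor/acceptor beads.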
Tb PGK inh: blocks T. brucei phosphoglycerate kinase. Potency, µM (highest dose often 57.5 µM), inactives show at the top dose activity change, negative = inhibition, hits mostly inhibitors. PGK/GAPDH coupled, Kinase-Glo luminescence, 60 min. AID 602233. P07378. actives 0.043% (n = 380,000); note: % is set by controls: 0 for no effect and ±100 for the full control effect; nearly all actives have a fitted effect of over 60% in size
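Recombinant glycosomal PGK reaction used 1,3-bisphosphoglycerate generated in-well by GAPDH (100nM final) in 100mM TEA pH 7.6, 5mM MgCl2, 0.01% Tween-20. After 60 minutes at room temperature, ATP was read by Kinase-Glo Plus luminescence end-point.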
BAZ2B block: BAZ2B (human) inhibition. Q9UIF8. AlphaScreen BAZ2B-H3K14Ac peptide displacement. Potency, µM (highest dose often 114 µM), inactives show at the top dose activity change, negative = inhibition, hits mostly inhibitors. actives 4.4% (n = 360,000); note: % is set by controls: 0 for no effect and ±100 for the full control effect; nearly all actives have a fitted effect of over 60% in size
Target sequence (Q9UIF8 whole entry, looked up): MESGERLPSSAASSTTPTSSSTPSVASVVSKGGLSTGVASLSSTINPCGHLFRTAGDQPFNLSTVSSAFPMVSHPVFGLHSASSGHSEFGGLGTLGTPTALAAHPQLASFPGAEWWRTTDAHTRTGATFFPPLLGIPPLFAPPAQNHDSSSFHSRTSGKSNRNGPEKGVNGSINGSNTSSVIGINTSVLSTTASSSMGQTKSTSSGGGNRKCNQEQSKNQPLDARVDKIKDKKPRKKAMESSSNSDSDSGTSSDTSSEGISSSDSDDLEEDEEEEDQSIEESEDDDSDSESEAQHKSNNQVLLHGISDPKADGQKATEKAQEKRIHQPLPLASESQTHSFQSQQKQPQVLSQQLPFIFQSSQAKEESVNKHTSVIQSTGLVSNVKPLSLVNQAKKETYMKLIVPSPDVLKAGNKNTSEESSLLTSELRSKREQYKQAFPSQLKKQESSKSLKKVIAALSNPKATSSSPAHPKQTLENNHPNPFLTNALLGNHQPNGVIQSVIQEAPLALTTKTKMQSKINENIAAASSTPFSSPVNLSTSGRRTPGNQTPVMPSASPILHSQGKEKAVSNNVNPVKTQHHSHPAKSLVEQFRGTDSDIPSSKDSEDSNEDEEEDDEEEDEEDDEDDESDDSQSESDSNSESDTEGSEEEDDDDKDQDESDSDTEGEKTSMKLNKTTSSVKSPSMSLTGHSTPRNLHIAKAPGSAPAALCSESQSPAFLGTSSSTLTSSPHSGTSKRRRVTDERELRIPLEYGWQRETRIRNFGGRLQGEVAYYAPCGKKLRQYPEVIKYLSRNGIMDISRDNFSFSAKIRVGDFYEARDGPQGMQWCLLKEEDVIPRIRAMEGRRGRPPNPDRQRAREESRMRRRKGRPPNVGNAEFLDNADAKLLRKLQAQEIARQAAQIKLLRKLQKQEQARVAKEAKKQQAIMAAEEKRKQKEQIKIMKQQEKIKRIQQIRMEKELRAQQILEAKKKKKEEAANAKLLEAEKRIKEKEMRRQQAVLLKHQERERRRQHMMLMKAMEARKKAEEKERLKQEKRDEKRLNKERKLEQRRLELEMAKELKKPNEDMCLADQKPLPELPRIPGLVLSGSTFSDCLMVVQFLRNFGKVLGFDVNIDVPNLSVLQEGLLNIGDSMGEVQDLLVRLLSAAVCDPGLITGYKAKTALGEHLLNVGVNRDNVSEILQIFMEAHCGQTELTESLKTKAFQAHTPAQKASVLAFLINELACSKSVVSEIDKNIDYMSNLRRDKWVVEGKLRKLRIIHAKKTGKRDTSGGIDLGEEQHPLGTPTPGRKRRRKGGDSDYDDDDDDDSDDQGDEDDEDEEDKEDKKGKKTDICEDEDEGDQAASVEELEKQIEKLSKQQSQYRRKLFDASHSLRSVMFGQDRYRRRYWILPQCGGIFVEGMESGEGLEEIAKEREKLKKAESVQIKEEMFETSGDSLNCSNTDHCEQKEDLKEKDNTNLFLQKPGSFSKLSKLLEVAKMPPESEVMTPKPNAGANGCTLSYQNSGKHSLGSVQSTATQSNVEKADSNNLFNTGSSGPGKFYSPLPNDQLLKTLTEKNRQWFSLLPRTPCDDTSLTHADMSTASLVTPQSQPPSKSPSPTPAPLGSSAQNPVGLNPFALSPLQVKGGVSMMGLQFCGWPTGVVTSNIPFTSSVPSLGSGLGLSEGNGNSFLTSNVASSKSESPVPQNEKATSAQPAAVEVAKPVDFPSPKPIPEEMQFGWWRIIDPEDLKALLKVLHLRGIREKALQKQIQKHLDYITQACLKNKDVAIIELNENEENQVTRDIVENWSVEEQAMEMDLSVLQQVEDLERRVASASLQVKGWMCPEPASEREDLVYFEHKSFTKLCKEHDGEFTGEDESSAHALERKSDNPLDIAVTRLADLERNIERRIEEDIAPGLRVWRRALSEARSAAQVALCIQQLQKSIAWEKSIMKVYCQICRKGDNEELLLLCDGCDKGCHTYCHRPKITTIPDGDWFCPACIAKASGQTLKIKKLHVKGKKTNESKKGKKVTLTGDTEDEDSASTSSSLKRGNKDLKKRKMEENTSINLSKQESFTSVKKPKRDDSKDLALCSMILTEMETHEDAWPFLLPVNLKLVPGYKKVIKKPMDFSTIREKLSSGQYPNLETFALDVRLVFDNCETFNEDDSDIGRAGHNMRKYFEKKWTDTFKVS
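AlphaScreen displacement of biotin-H3(5-23)K14Ac peptide (50 nM final) from BAZ2B (50 nM final) in PBS pH 7.4, 0.01% Tween-20; complex preformed 30 min RT, then compounds (top 110 uM) 30 min RT, beads 20 min dark.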
BLM inh: blocks DNA unwinding by human BLM helicase; P54132; recombinant BLM DNA unwinding, fluorescence dequenching; Potency, µM (highest dose often 56.1 µM), inactives show at the top dose activity change, negative = inhibition, hits mostly inhibitors; actives 0.2% (n = 350,000);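 note: plate controls were vehicle for no effect and no enzyme for full effect; nearly all actives have a fitted effect of over 35% in size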
GLS inhibitor: blocks human kidney-isoform glutaminase activity. GLS enzymatic activity, qHTS titration. Potency, µM (top dose mostly 45.5 µM), for the others: top-dose activity change, negative = inhibition, actives largely listed as inhibitors. actives 0.21% (n = 410,000). AID 624170; note: % is set by controls: 0 for no effect and ±100 for the full control effect
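Assay buffer: 45 mM KH2PO4 pH 8.2, 0.02% Tween-20. hKGA acts on L-glutamine (1 mM solution added); product glutamate is reported by an oxidase/peroxidase Amplex Red coupling, with fluorescence taken at baseline and 30 min.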
Active calls of the source: *; & = joins results of further samples; [ ] = remark or other dose. Unless noted, calls come from the whole dose curve; as a rule, active = well fitted curve in the direction sought with a large enough effect; inconclusive = small, poorly fitted or top-dose-only effect, or another doubt; inactive = no such curve, though single readings can be large; an effect the other way counts as inactive or inconclusive. Potency is the fitted concentration of half-maximal effect.

How did CCOc1ccc(CC(=O)NCc2ccc3c(c2)CCN3C(=O)c2ccc(F)cc2)cc1OCC do in these assays?
Pol iota inh: 14%; Pin1 inh: 28%; JMJD2A Tudor inh: -19%; G9a block: 6%[59 µM]; HP1b chromo inh: 2%; Tb PGK inh: inactive; BAZ2B block: -5%; BLM inh: 2%; GLS inhibitor: -6%

What do the screens show for `CC(C)(C)c1ccc(C(=O)Nc2nc3nc(-c4ccccc4)cc(=O)n3[nH]2)cc1`?
Pol iota inh: inconclusive; Pin1 inh: inconclusive; JMJD2A Tudor inh: -5%; G9a block: 25%[59 µM]; HP1b chromo inh: 61%[activator]; Tb PGK inh: 7%; BAZ2B block: 4%; BLM inh: -4%; GLS inhibitor: 7%

Results for C#CCN1C(=O)C(O)(CC(=O)c2cccc(OC)c2)c2ccccc21 (stereo unspecified) ?
Pol iota inh: 11%; Pin1 inh: -1%; JMJD2A Tudor inh: -8%; G9a block: 38%[12.7 µM]; HP1b chromo inh: 27%; Tb PGK inh: 15%; BAZ2B block: -4%; BLM inh: -3%; GLS inhibitor: -10%

What do the screens show for `Cc1ccc(-c2csc(NC(=O)c3cnccn3)n2)cc1C`?
Pol iota inh: 11%; Pin1 inh: -8%; JMJD2A Tudor inh: -4%; G9a block: -3%[59 µM]; HP1b chromo inh: 26%; Tb PGK inh: inactive; BAZ2B block: inconclusive; BLM inh: -8%; GLS inhibitor: 0%

Results for Cc1ccc(NC(=S)NNC(=O)c2nn(C)c(C)c2Cl)cc1 ?
Pol iota inh: 80%[activator]; Pin1 inh: 0%; JMJD2A Tudor inh: -14%; G9a block: inconclusive; HP1b chromo inh: 34%; Tb PGK inh: -1%; BAZ2B block: 0%[57.1 µM]; BLM inh: 3%; GLS inhibitor: inconclusive

How did CCN(CC)S(=O)(=O)c1cccc(C(=O)NCC2CCCCC2)c1 do in these assays?
Pol iota inh: 124%[activator]; Pin1 inh: -8%; JMJD2A Tudor inh: 28µM*; G9a block: -9%; HP1b chromo inh: 8%; Tb PGK inh: -10%; BAZ2B block: 2%; BLM inh: -4%; GLS inhibitor: inconclusive

What do the screens show for `CN(Cc1ccc(OCC(O)CN(C)Cc2ccccc2)cc1)Cc1nccn1C` (stereo unspecified)?
Pol iota inh: -3%; Pin1 inh: -1%; JMJD2A Tudor inh: -34%; G9a block: -106%[59 µM]; HP1b chromo inh: 16%; Tb PGK inh: -3%; BAZ2B block: inconclusive; BLM inh: -7%; GLS inhibitor: 6%

Results for CC(C)CC1c2[nH]c3ccccc3c2CCN1C(=O)C1CCOCC1 (stereo unspecified) ?
Pol iota inh: 30%[activator]; Pin1 inh: -20%; JMJD2A Tudor inh: -11%; G9a block: -31%; HP1b chromo inh: 23%; Tb PGK inh: 3%; BAZ2B block: -26%; BLM inh: -4%; GLS inhibitor: -47%

How did O=C(c1ccccc1)N1CCN(C(=O)c2ccccc2)c2ccccc21 do in these assays?
Pol iota inh: 39%[activator]; Pin1 inh: 3%; JMJD2A Tudor inh: -17%; HP1b chromo inh: 22%; Tb PGK inh: inactive; GLS inhibitor: 1%

What do the screens show for `Cc1cccc(OCC(=O)NC2CCCc3ccccc32)c1C` (stereo unspecified)?
Pol iota inh: 21%; Pin1 inh: inconclusive; JMJD2A Tudor inh: 31%; G9a block: 20%[59 µM]; HP1b chromo inh: 60%[activator]; BAZ2B block: 2%; BLM inh: -4%; GLS inhibitor: -2%

How did NC(=O)c1ccc(NC(=O)CN2CCN(c3ccccc3)CC2)cc1 do in these assays?
Pol iota inh: 32%[activator]; Pin1 inh: 2%; JMJD2A Tudor inh: -11%; HP1b chromo inh: 42%[activator]; Tb PGK inh: -2%; BAZ2B block: inconclusive; BLM inh: -4%; GLS inhibitor: 19%

How did O=C(Cn1cc(SCc2ccc(Br)cc2)c2ccccc21)N1CCCCC1 do in these assays?
Pol iota inh: 27%; Pin1 inh: 14%; JMJD2A Tudor inh: 7%; G9a block: -2%[59 µM]; HP1b chromo inh: 40%[activator]; Tb PGK inh: 0%; BAZ2B block: -6%; BLM inh: -8%; GLS inhibitor: 6%

What do the screens show for `O=C(NCCO)C(=O)NCC1OCCCN1S(=O)(=O)c1ccc2c(c1)OCCO2` (stereo unspecified)?
Pol iota inh: 14%; Pin1 inh: -1%; JMJD2A Tudor inh: -9%; G9a block: 27%; HP1b chromo inh: 22%; Tb PGK inh: 4%; BAZ2B block: 0%; BLM inh: -4%; GLS inhibitor: 0%

Results for COc1cc(C=Nc2cccc([N+](=O)[O-])c2C)ccc1OC(C)=O ?
Pol iota inh: 15%; Pin1 inh: -6%; JMJD2A Tudor inh: -24%; G9a block: -11%[59 µM]; HP1b chromo inh: 10%; Tb PGK inh: -1%; BAZ2B block: 6%; BLM inh: -3%; GLS inhibitor: 13%

What do the screens show for `COc1cc2c(cc1OC)C(CC(=O)O)N(C(=O)Nc1cc(OC)c(OC)c(OC)c1)CC2` (stereo unspecified)?
Pol iota inh: -7%; Pin1 inh: 2%; JMJD2A Tudor inh: -11%; G9a block: -1%[12.7 µM]; HP1b chromo inh: 19%; Tb PGK inh: inactive; BAZ2B block: -12%; BLM inh: 1%; GLS inhibitor: -2%

What do the screens show for `O=Cc1cccn1-c1cccnc1`?
Pol iota inh: 10%; Pin1 inh: 2%; JMJD2A Tudor inh: -3%; G9a block: -7%; HP1b chromo inh: 39%[activator]; Tb PGK inh: -1%; BAZ2B block: -14%; BLM inh: 3%; GLS inhibitor: -7%

How did O=c1ccn(-c2cccc(C(F)(F)F)c2)nc1-c1ccn(-c2ccccc2)n1 do in these assays?
Pol iota inh: 1%; Pin1 inh: 2%; JMJD2A Tudor inh: -12%; G9a block: -33%[12.7 µM]; HP1b chromo inh: 16%; Tb PGK inh: -1%; BAZ2B block: 7%; BLM inh: -1%; GLS inhibitor: -3%

What do the screens show for `Cc1ccc(-n2c(C)n[nH]c2=S)cc1C`?
Pol iota inh: 15%; Pin1 inh: -2%; JMJD2A Tudor inh: 8.9µM*; G9a block: 5µM*; HP1b chromo inh: 16%; Tb PGK inh: -6%; BAZ2B block: 1%; BLM inh: 1%; GLS inhibitor: 32%[activator]

What do the screens show for `COc1ccc(N2C(=O)C3CCCN3C2c2ccc(C)o2)cc1Cl` (stereo unspecified)?
Pol iota inh: -4%; Pin1 inh: 13%; JMJD2A Tudor inh: -17%; G9a block: inconclusive; HP1b chromo inh: 33%[activator]; Tb PGK inh: -7%; BAZ2B block: 7%; BLM inh: -2%; GLS inhibitor: -8%

What do the screens show for `COCCN(Cc1ccccc1)C(=S)Nc1ccc(OC(F)F)cc1`?
Pol iota inh: 54%[activator]; Pin1 inh: 2%; JMJD2A Tudor inh: 3%; G9a block: 19%[59 µM]; HP1b chromo inh: 69%[activator]; Tb PGK inh: -5%; BAZ2B block: 6%; BLM inh: -1%; GLS inhibitor: 3%

How did CN(CC(=O)Nc1ccccc1C(F)(F)F)C(=O)CN1C(=O)C2CCCCC2C1=O (stereo unspecified) do in these assays?
Pol iota inh: -9%; Pin1 inh: 1%; JMJD2A Tudor inh: -5%; G9a block: 8%[0.501 µM]; HP1b chromo inh: 22%; Tb PGK inh: -2%; BAZ2B block: -5%; GLS inhibitor: 0%

Results for CCOCCCNC(=O)c1ccc(-n2c(-c3ccccc3)cc3c2CCCCC3)cc1 ?
Pol iota inh: -1%; Pin1 inh: 24%; JMJD2A Tudor inh: -21%; G9a block: -39%[59 µM]; HP1b chromo inh: 23%; Tb PGK inh: 2%; BAZ2B block: inconclusive; BLM inh: -11%; GLS inhibitor: 2%

How did COc1cccc(OCc2nnc(SCc3cc(=O)[nH]c4ccccc34)o2)c1 do in these assays?
Pol iota inh: 107%[activator]; Pin1 inh: 3%; JMJD2A Tudor inh: -8%[11.4 µM]; G9a block: -42%; HP1b chromo inh: inconclusive; Tb PGK inh: -6%; BAZ2B block: -26%; BLM inh: 2%; GLS inhibitor: 7%

What do the screens show for `COc1ccc(C(=O)N2CCC(C(=O)N3CCN(Cc4ccccc4)CC3)CC2)cc1`?
Pol iota inh: 18%; Pin1 inh: 2%; JMJD2A Tudor inh: -12%; G9a block: 34%; HP1b chromo inh: 9%; Tb PGK inh: -4%; BAZ2B block: -11%; BLM inh: -1%; GLS inhibitor: 8%

Results for CN(C)CCNC=C(C(=O)Nc1ccc(Cl)cc1Cl)C(=O)Nc1ccc(Cl)cc1Cl ?
Pol iota inh: 20%; Pin1 inh: 16%; JMJD2A Tudor inh: -7%; G9a block: 0%[59 µM]; HP1b chromo inh: 24%; Tb PGK inh: 0%; BAZ2B block: 1%; BLM inh: 0%; GLS inhibitor: -10%

Results for CC(=O)Nc1ccc(CNc2ncnc3ccc(-c4c(C)noc4C)cc23)cc1 ?
Pol iota inh: -3%; Pin1 inh: -4%&5%; JMJD2A Tudor inh: -23%&-22%; G9a block: 5%[0.501 µM]; HP1b chromo inh: 34%; Tb PGK inh: inactive; BAZ2B block: inconclusive; BLM inh: 0%; GLS inhibitor: 5%

How did CCn1c(C)cs/c1=N\C(=S)Nc1ccccc1C do in these assays?
Pol iota inh: 6%; Pin1 inh: -4%; JMJD2A Tudor inh: inconclusive; G9a block: inconclusive; HP1b chromo inh: -17%; Tb PGK inh: -5%; BAZ2B block: 40µM*; BLM inh: -3%; GLS inhibitor: 7%

How did CCOc1cccc(C2C=C(c3ccc4c(c3)OCO4)NC(c3cccc(Br)c3)N2)c1O (stereo unspecified) do in these assays?
Pol iota inh: -25%; Pin1 inh: 0%; JMJD2A Tudor inh: 2%[57.1 µM]; HP1b chromo inh: 18%[57 µM]

These rows are one share of the data; the hit share may differ from the screen's.
